Source: PubChem BioAssay
ATG4B inh: blocks human ATG4B protease cleavage of LC3 substrate; Q9Y4P1; inhibition, % at 8.33 µM; ATG4B cleavage of LC3-PLA2, NBD-HPC fluorescence, 1 h; AID 504462; 0.51% of 340,000 active; in the data active means inhibition above about 40%
Target sequence (Q9Y4P1 whole entry, looked up): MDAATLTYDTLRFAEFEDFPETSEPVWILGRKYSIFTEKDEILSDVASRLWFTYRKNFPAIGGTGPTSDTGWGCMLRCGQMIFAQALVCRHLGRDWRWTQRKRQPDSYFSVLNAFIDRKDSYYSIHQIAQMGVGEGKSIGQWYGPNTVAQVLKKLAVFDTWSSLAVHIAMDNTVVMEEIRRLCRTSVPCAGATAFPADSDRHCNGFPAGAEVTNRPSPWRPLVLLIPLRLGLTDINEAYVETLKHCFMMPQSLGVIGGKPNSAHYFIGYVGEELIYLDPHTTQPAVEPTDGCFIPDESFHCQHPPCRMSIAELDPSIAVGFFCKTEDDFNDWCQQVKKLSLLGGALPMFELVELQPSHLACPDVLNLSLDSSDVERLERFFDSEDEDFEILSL
HKDC1 inh: HKDC1 (human) hexokinase inhibition | Q2TB90 | recombinant HKDC1, G6PDH/diaphorase resazurin coupled fluorescence | inhibition, % at 20 µM | 0.16% of 340,000 active;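 active means inhibition above about 35% when tested at 20 µM, limit read from the data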;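 further: plate controls were DMSO wells with enzyme for no effect and DMSO wells lacking enzyme for full effect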
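Test system: HK5 enzyme. Quantity: 5 µg/mL HK5 final. Reagent: glucose and ATP substrates. Schedule: 90 min reaction incubation at room temperature, dark. Technique: resazurin-to-resorufin fluorescence via G6PDH and diaphorase coupling, 525/613 nm. Control set: DMSO wells with and without enzyme mix.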
A3A deaminase: inhibitors of human APOBEC3A DNA deaminase. 0.41% of 330,000 active. recombinant A3A, FAM/TAMRA ssDNA deamination fluorescence. P31941. inhibition, % at 20 µM;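 active means at least 40% inhibition at 20 µM here, with at most 30% in a related deaminase screen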;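 further: plate controls were A3A with DMSO for no effect and wells lacking A3A enzyme for full effect; some results filed as inactive read as strong as hits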
Target sequence (P31941 whole entry, looked up): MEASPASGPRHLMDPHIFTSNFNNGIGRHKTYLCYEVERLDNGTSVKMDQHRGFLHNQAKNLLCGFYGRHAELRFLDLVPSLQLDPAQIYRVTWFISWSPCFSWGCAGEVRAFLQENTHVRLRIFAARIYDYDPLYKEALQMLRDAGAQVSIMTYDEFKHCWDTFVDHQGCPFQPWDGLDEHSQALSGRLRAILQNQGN
hIAP block: blocks human intestinal alkaline phosphatase; inhibition, % at 10 µM; AID 2544; purified IAP, CDP-Star luminescence, 30 min; 0.12% of 330,000 active; P09923;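 active means inhibition reaching a set limit with compound at 10 µM in the primary screen, cut at about 35% in these data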;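 further: plate controls were DMSO wells with enzyme for no effect and no-enzyme buffer wells for full effect; values of inactives mirror those of a sister screen read the other way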
Target sequence (P09923 whole entry, looked up): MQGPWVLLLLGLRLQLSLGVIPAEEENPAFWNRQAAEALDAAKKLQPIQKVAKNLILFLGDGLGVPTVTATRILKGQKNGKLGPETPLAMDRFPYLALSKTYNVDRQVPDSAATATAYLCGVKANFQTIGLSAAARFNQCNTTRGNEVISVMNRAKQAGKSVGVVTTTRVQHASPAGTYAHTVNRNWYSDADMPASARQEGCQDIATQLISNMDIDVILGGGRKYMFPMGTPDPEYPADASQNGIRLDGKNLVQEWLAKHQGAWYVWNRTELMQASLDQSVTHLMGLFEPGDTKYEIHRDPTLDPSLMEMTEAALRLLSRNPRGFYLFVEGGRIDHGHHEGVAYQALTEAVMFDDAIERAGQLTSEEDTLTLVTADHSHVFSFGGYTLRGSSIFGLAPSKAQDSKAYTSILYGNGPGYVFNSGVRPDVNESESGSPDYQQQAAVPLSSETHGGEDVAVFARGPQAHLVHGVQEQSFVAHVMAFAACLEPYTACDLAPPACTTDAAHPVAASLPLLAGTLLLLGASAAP
PfG6PD inh: PfG6PD (Plasmodium falciparum) enzyme inhibition; inhibition, % at 20 µM; AID 504690; 0.78% of 350,000 active; PfGluPho enzyme, NADPH resazurin-diaphorase fluorescence;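 active means inhibition reaching at least a set limit at 20 µM in the primary screen, cut at about 59% in these data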;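 further: 0% = DMSO wells with substrate and 100% = DMSO wells lacking glucose-6-phosphate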
mIAP block: mouse IAP inhibition; purified mouse IAP, CDP-Star luminescence, 30 min; inhibition, % at 10 µM; 0.2% of 330,000 active; AID 2806;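 active means inhibition of at least 40% at 10 µM in the primary screen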;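 further: plate controls were DMSO with enzyme for no effect and no enzyme wells for full effect; values of inactives mirror those of a sister screen read the other way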
mIAP activ: mouse IAP activation. muIAP, CDP-Star luminescence, 30 min; hits give high values; 1 = vehicle-only enzyme signal, 0 = enzyme-free wells. activation factor at 10 µM. 0.24% of 330,000 active;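 active means activation factor of at least 2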; further: the source names both 10 and 20 µM as test concentration; values of inactives mirror those of a sister screen read the other way
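Assay system: mouse IAP enzyme; Reagent: CDP-Star chemiluminescent phosphatase substrate; Compound: DMSO-dissolved test compounds; Incubation: 30 min, room temperature; Technique: luminescence from enzymatic CDP-Star hydrolysis; Controls: DMSO-only wells and no-enzyme negative control.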
hIAP activ: human IAP activation; P09923; activation factor at 10 µM; 0.16% of 330,000 active; purified human IAP, CDP-Star luminescence, 30 min; hits give high values; 1 = vehicle-only enzyme, 0 = enzyme-free background;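 active means activation factor of the enzyme at least 2-fold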; further: the source names both 10 and 20 µM as test concentration; values of inactives mirror those of a sister screen read the other way
The depositor's hits bear a star; . = no result given.

hIAP activ | HKDC1 inh | A3A deaminase | PfG6PD inh | compound | mIAP block | mIAP activ | hIAP block | ATG4B inh
1 | -5 | 5 | -2 | C/C(=N\Nc1ccc([N+](=O)[O-])cc1)c1ccc(C#N)cc1 | 13 | 0.87 | 0 | -7
0.93 | -4 | -2 | 17 | CCc1ccc(C(=O)NC(=S)Nc2ccc3c(c2)OCCO3)cc1 | 26 | 0.74 | 7 | 11
0.76 | 0 | -4 | 3 | CCOC(=O)c1c(C)oc2cc(Br)c(O)c(Br)c12 | 14 | 0.86 | 24 | -1
1.3 | 0 | 4 | 11 | O=C(NNC(=O)C1CC(c2cccs2)=NO1)Nc1ccccc1 (stereo not given) | 7 | 0.93 | -28 | -9
1 | -5 | 1 | 1 | COc1ccccc1NC(=O)Cn1c([N+](=O)[O-])cnc1C | -5 | 1.1 | -1 | 2
0.93 | -6 | -2 | 3 | CN1CCN(Cc2nc3c(c(=O)n(C)c(=O)n3C)n2CCCc2ccccc2)CC1 | -7 | 1.1 | 7 | -14
0.95 | 7 | -7 | -11 | CCOc1ccc2cc(S(=O)(=O)N3CCN(C)CC3)ccc2c1 | -19 | 1.2 | 5 | 9
0.94 | 2 | -3 | -6 | COCCNC(=O)C1c2cc(OC)c(OC)cc2C(=O)N(C)C1c1cccnc1 (stereo not given) | 0 | 1 | 6 | -6
0.91 | -10 | -5 | -12 | Oc1ccc(-c2cn3c(n2)SCC3)cc1 | 10 | 0.9 | 9 | -12
0.94 | -1 | -5 | -13 | O=C(C[C@@H]1C/C=C\CCC(=O)OC[C@@H]2CCCN2C1=O)NCCO | -13 | 1.1 | 6 | -4
1 | -6 | 1 | -8 | CCn1cc([N+](=O)[O-])c(C(=O)N2CCOCC2)n1 | 3 | 0.97 | -4 | 35
0.95 | 11 | -1 | 19 | COc1ccc(C2C3=C(CCCC3=O)N(CC(=O)O)C3=C2C(=O)CCC3)cc1 | -5 | 1 | 5 | 7
0.98 | 3 | -2 | -11 | COc1ccc([C@H]2Oc3cc(O)cc(O)c3C(=O)C2[C@@H]2C(=O)c3c(O)cc(O)cc3O[C@@H]2c2ccc(OC)cc2)cc1 (stereo not given in full) | 7 | 0.93 | 2 | -13
1.1 | 2 | -3 | 2 | Oc1ccc(Cl)cc1Cc1cc(Cl)ccc1O | -8 | 1.1 | -5 | 6
1.4 | -7 | -4 | 5 | COc1cc(NC(=O)COc2ccccc2C)ccc1NC(=O)c1ccco1 | -6 | 1.1 | -43 | -14

More entries:
hIAP activ | HKDC1 inh | A3A deaminase | PfG6PD inh | compound | mIAP block | mIAP activ | hIAP block | ATG4B inh
1.1 | 7 | -6 | -19 | Cc1ccc(S(=O)(=O)N2[C@@H](c3ccc(Cl)cc3)C(C(=O)O)=CC[C@H]2c2cccc(Cl)c2)cc1 | -10 | 1.1 | -11 | 7
0.96 | -1 | 4 | -9 | Cc1cc(C)c(S(=O)(=O)N2CCCC(C(=O)N3CCCC3)C2)c(C)c1 (stereo not given) | 0 | 1 | 4 | 3
0.97 | 4 | 0 | 3 | CC(C)(C)NCc1cc(Cl)ccc1OCc1ccccc1F | -3 | 1 | 3 | -11
1.1 | 0 | -4 | 1 | NS(=O)(=O)c1ccc(NS(=O)(=O)c2cccs2)cc1 | -16 | 1.2 | -8 | 0
0.95 | -8 | 5 | -4 | CCN(CC)CCNS(=O)(=O)c1ccc2[nH]cc(C(=O)O)c(=O)c2c1 | 6 | 0.94 | 5 | 3
0.97 | -1 | -4 | -21 | O=S(=O)(NC1CC1)c1ccc(S(=O)(=O)N(Cc2ccccn2)C2CC2)cc1 | -8 | 1.1 | 3 | -8
1.1 | -3 | -7 | 19 | COc1ccc(-c2n[nH]c(=S)n2-c2ccc(Br)cc2)cc1OC | 4 | 0.96 | -10 | -5
1.1 | -6 | -2 | -1 | O=C(COC(=O)c1ccc2c(c1)OCO2)Nc1nc(-c2ccccc2)cs1 | 5 | 0.95 | -6 | -7
1.1 | 4 | 1 | 0 | Cc1ccccc1NC(=O)CNC(=O)Cc1cccc2ccccc12 | -7 | 1.1 | -12 | -5
1.3 | 1 | 1 | -24 | CC(C)(C)C1CCC(C(=O)NNC(=O)c2ccncc2)CC1 (stereo not given) | 5 | 0.95 | -28 | 3
1 | -3 | 0 | -10 | CC(=O)C1=C(c2ccccc2)NC(=O)NC1c1ccccc1 (stereo not given) | 4 | 0.96 | -1 | -1
1.1 | 3 | -6 | 8 | Cn1cc(CN2CCCC(C(=O)Nc3cccc(-c4cc5ccccc5[nH]4)c3)C2)cn1 (stereo not given) | -7 | 1.1 | -10 | -13
1.1 | 0 | 1 | 12 | Cc1ccc(NC(=O)N2CCc3ccccc3C2)cc1C | -3 | 1 | -9 | 0
1 | -3 | 0 | -31 | CC(/C=N/NC(=O)c1nnn(-c2nonc2N)c1C)=C\c1ccccc1 | 7 | 0.93 | 0 | 4
1.2 | 3 | -1 | -1 | CC(C)NC(=O)C(=O)NCCC1CCCCN1S(=O)(=O)c1cccs1 (stereo not given) | -3 | 1 | -16 | 5

New compounds follow:
hIAP activ | HKDC1 inh | A3A deaminase | PfG6PD inh | compound | mIAP block | mIAP activ | hIAP block | ATG4B inh
1 | 1 | -1 | 2 | O=C1C2C3C=CC(c4ccccc4)(C2C(=O)N1c1cccc(Cl)c1)C1C(=O)N(c2cccc(Cl)c2)C(=O)C31 (stereo not given) | 2 | 0.98 | -5 | -12
1.1 | 4 | 2 | 10 | NC(=O)c1sc(=S)n2c1[nH]c(=O)c1sccc12 | 15 | 0.85 | -8 | -12
0.91 | -8 | 7 | 3 | CC12C(=O)N(CCC(=O)O)C(=O)C1C1C=CC2C1 (stereo not given) | -6 | 1.1 | 9 | -11
0.94 | 2 | 0 | 3 | COc1ccccc1OCC(=O)Nc1ncc(C)s1 | -2 | 1 | 6 | 1
0.9 | 3 | 4 | 3 | CCCN(S(=O)(=O)c1ccc(OCC)cc1)S(=O)(=O)c1cccs1 | 11 | 0.89 | 10 | 1
1.7 | 5 | 1 | -19 | CC1Cc2cc(/C=C3/SC(=S)NC3=O)ccc2O1 (stereo not given) | 14 | 0.86 | -73 | -10
0.98 | 11 | 3 | -2 | O=C(COc1ccccc1-c1ccccc1)NCCN1C(=O)S/C(=C\c2cccnc2)C1=O | 11 | 0.89 | 2 | 8
1.9 | 2 | -1 | -49 | COc1ccc2c(c1)cc(C(=O)N/N=C/c1c(O)c(C(=O)O)cc3ccccc13)n2C | 11 | 0.89 | -89 | -6
0.98 | . | -3 | . | Clc1ccc(Cn2ncc3c(NCc4ccccc4)ncnc32)c(Cl)c1 | -7 | 1.1 | 2 | .
1.1 | -5 | 3 | 4 | O=C(CSc1nnc(CNC(=O)c2c(F)cccc2Cl)o1)NCc1ccc2c(c1)OCO2 | -1 | 1 | -15 | -12
0.97 | -12 | 2 | -13 | CC1(C)Cc2ccccc2-c2nnc(-c3ccc(O)cc3)n21 | -3 | 1 | 3 | 7
0.95 | -4 | -4 | 13 | Cc1ccccc1NC(=O)/C=C/c1cccs1 | -5 | 1 | 5 | -6
1.1 | 4 | 3 | 9 | CCOc1ccc(NC(=O)NC2CC(=O)N(c3ccc(OC)cc3)C2)cc1 (stereo not given) | -10 | 1.1 | -8 | 12
0.81 | -6 | 1 | 3 | COc1ccc(-n2ncc3c(=O)n(CC(=O)N4CCCc5ccccc54)cnc32)cc1 | 2 | 0.98 | 19 | -7
1.1 | -24 | 2 | -19 | Cc1[nH]n(C(N)=S)c(=O)c1N=Nc1cccc(C(F)(F)F)c1 | 4 | 0.96 | -13 | -1

Additional entries follow.
hIAP activ | HKDC1 inh | A3A deaminase | PfG6PD inh | compound | mIAP block | mIAP activ | hIAP block | ATG4B inh
1.1 | 3 | -2 | -8 | CCC(C)Nc1nc2c(c(=O)n(C)c(=O)n2C)n1Cc1ccc(Cl)cc1 (stereo not given) | -10 | 1.1 | -10 | -1
1 | -4 | 0 | 7 | COc1ccc(-n2nnc3c(=O)n(CC(=O)N4CCC(Cc5ccccc5)CC4)cnc32)cc1 | -1 | 1 | -2 | -2
0.94 | . | 3 | . | CCOC(=O)C1=C(C)N=C2SC(C)C(=O)N2C1c1ccc(OC(C)=O)c(OCC)c1 (stereo not given) | 0 | 1 | 6 | .
0.92 | 5 | -2 | 53 | Brc1ccc(C2=CSC3=NCCN23)cc1 | 2 | 0.97 | 8 | -3
1.2 | 4 | -5 | -5 | Cc1[nH]n2c(=O)c3c(nc2c1-c1cccc2ccccc12)CCC3 | -4 | 1 | -20 | 1
0.82 | -16 | 1 | 22 | O=C(CCCC(=O)NCc1ccccc1)NCc1ccccc1 | 0 | 1 | 18 | -3
0.89 | -4 | -3 | -11 | Cn1c(N2CCOCC2)c(C#N)c2ccccc21 | 3 | 0.97 | 11 | 6
0.91 | -5 | 1 | -9 | COc1cc(C(O)P(=O)(OCCC(C)C)c2ccc(N(C)C)cc2)cc(OC)c1OC (stereo not given) | 4 | 0.96 | 9 | -11
1.1 | -5 | -1 | -4 | O=C(CN1C(=O)c2cccc3cccc(c23)C1=O)N1CCCCC1 | 1 | 0.99 | -10 | 4
0.83 | -4 | 1 | 2 | O=S(=O)(Nc1ncccn1)c1ccc(F)cc1 | -1 | 1 | 17 | 5
0.99 | -12 | -4 | -16 | CCc1nnc2cccc(Cl)n12 | 15 | 0.85 | 1 | 3
1.1 | 14 | 3 | 12 | Cc1ccc(NCc2nnc(SCC(=O)N(Cc3ccccc3)C(C)(C)C)o2)c(C)c1 | 18 | 0.82 | -6 | 13
1.1 | -4 | -5 | 8 | CCOC(=O)C1=C(c2ccccc2)NC(=O)NC1c1ccc(OC)cc1 (stereo not given) | -18 | 1.2 | -10 | -6
0.87 | 9 | 5 | -6 | CCCCNC(=O)c1cc2cc(OC)ccc2[nH]1 | -1 | 1 | 13 | 3
1 | -4 | -1 | 5 | COc1ccccc1N(CC(O)CN1C(=O)NC(C)(C)C1=O)S(=O)(=O)c1ccc(C)cc1 (stereo not given) | 9 | 0.91 | -2 | 2

Three compounds picked at random from those above:
hIAP activ | HKDC1 inh | A3A deaminase | PfG6PD inh | compound | mIAP block | mIAP activ | hIAP block | ATG4B inh
0.91 | -5 | 1 | -9 | COc1cc(C(O)P(=O)(OCCC(C)C)c2ccc(N(C)C)cc2)cc(OC)c1OC (stereo not given) | 4 | 0.96 | 9 | -11
1 | -4 | -1 | 5 | COc1ccccc1N(CC(O)CN1C(=O)NC(C)(C)C1=O)S(=O)(=O)c1ccc(C)cc1 (stereo not given) | 9 | 0.91 | -2 | 2
0.82 | -16 | 1 | 22 | O=C(CCCC(=O)NCc1ccccc1)NCc1ccccc1 | 0 | 1 | 18 | -3

Next part.
hIAP activ | HKDC1 inh | A3A deaminase | PfG6PD inh | compound | mIAP block | mIAP activ | hIAP block | ATG4B inh
1.1 | 0 | -7 | 21 | O=C(Nc1cccc(C(F)(F)F)c1)C1CCCCC1 | -21 | 1.2 | -15 | -2
0.89 | -4 | 0 | 0 | COc1cc(C(c2sc3nc(C)nn3c2O)N2CC(C)OC(C)C2)cc(OC)c1OC (stereo not given) | -1 | 1 | 11 | -13
0.97 | 0 | -1 | -12 | CC(C)c1ccc(NC(=O)COc2ccc(S(=O)(=O)N3CCOCC3)cc2)cc1 | -7 | 1.1 | 3 | -9
1.1 | 7 | -3 | -38 | Cc1ccc(S(=O)(=O)N2[C@@H](c3ccc(Br)cc3)C(C(=O)O)=CC[C@H]2c2cccc(Cl)c2)cc1 | 3 | 0.97 | -10 | 6
1.1 | -5 | -2 | -1 | CCOC(=O)C1(CCc2ccccc2)CCN(C(=O)c2cc(C)nc(C)n2)CC1 | -6 | 1.1 | -12 | -9
1.1 | -3 | -1 | 2 | O=C(Nc1ccc(Br)cn1)C1CCN(S(=O)(=O)c2cccs2)CC1 | -4 | 1 | -6 | -2
0.92 | -7 | 3 | 7 | CCOc1ccccc1C(=O)NCC(=O)NCCCSc1ccccc1 | -6 | 1.1 | 8 | -12
